Screening data: PubChem, several laboratories
TMEM16A act: mouse TMEM16A channel activation, primary screen; Q8BHY3; HEK293 TMEM16A/YFP-H148Q/I152L, iodide quench fluorescence; stronger effect = lower value; B-score at 10 µM; 340,000 compounds, 0.3% hits; AID 623877;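 active = fluorescence-ratio B-score plate-corrected deviation score at least 3 library SD below zero, with starting fluorescence score within 5 deviations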;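 note: channel opened by trigger with iodide after compound preincubation; score built on the fluorescence ratio of max minus min over baseline; more negative score means more quench and so TMEM16A activation or potentiation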
HDAC3 inh: inhibitors of human histone deacetylase 3; 320,000 compounds, 0.15% hits; inhibition, % at 8.3 µM; AID 2718; O15379; recombinant HDAC3, fluorogenic peptide/trypsin coupled, fluorescence; in the data active = inhibition above about 26%, passing the limit was not always enough; inconclusive = no clear call, values can overlap the other calls
Target sequence (O15379 whole entry, looked up): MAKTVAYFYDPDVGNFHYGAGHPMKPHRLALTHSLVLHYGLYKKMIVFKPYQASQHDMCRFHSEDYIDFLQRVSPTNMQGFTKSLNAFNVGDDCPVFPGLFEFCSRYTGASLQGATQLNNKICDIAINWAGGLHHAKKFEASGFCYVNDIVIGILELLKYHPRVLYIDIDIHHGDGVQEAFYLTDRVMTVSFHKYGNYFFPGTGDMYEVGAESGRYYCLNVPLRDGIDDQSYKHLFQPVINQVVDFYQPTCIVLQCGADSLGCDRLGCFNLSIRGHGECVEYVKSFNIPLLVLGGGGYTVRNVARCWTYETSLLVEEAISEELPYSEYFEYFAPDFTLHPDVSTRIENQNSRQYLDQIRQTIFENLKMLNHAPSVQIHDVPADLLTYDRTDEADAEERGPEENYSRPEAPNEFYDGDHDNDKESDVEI
KCNK3 inh: human KCNK3 channel inhibition, primary screen; O14649; CHO-KCNK3 thallium flux, FluxOR fluorescence; stronger effect = lower value; B-score at 10 µM; 340,000 compounds, 0.84% hits; AID 602410;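 active = B-score under library mean minus 4 SD, starting fluorescence ratio at most library mean plus 5 SD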;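 note: more negative B-score means stronger inhibition of thallium flux through KCNK3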
Target sequence (O14649 whole entry, looked up): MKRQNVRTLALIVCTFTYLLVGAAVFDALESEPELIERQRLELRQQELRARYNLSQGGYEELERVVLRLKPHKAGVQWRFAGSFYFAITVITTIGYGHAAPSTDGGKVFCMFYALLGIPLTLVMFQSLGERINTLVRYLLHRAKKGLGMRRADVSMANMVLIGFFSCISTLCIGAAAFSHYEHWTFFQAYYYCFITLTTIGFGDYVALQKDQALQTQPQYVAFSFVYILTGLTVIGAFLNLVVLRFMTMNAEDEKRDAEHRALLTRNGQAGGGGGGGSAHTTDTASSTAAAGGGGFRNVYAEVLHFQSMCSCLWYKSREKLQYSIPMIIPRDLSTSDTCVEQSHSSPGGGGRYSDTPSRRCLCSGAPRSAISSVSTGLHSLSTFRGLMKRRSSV
* = called active by the depositor; i = inactive; u = inconclusive.

Start of the data: the first 14 compounds (preview)
SMILES	TMEM16A act	HDAC3 inh	KCNK3 inh
COc1ccccc1OCCNC(=O)c1cccc(S(=O)(=O)N2CCN(Cc3ccccc3)CC2)c1	i	4	i
COc1ccc(CNC(=O)COC(=O)c2ccc3ccccc3n2)cc1	i	-2	i
Cn1ccnc1SCC(=O)c1c(N)n(C)c(=O)n(C)c1=O	i	2	i
COc1ccccc1N1CCN(C(=O)CCNC(=O)c2ccco2)CC1	i	-2	i
O=S(=O)(Nc1ccccc1N1CCOCC1)c1c(F)cc(F)cc1Br	i	3	i
Cc1ccc(/C=C/C(=O)OCC(=O)Nc2cccnc2Cl)o1	i	-2	i
CSc1ncccc1C(=O)Nc1ccccc1N1CCOCC1	i	u	i
Cc1cc(C(=O)OCC(=O)Nc2cccc([N+](=O)[O-])c2)c(C)o1	i	-10	i
Cc1cccc(NC(=O)CNC(=O)c2cccc(S(=O)(=O)NCc3cccs3)c2)c1C	i	0	i
CCC(CC)NC(=O)CSc1ccc(S(=O)(=O)N2CCOCC2)cn1	i	-2	i
CCOc1ccccc1C(=O)NCC(=O)OCC(=O)c1c(N)n(C)c(=O)n(C)c1=O	i	0	i
Cc1cc(Cl)ccc1OCC(=O)OCC(=O)NC1CCCC1	i	1	i
Cn1cccc1C(=O)OCC(=O)NCc1cccs1	i	4	i
O=C(COC(=O)c1ccc([N+](=O)[O-])s1)NNC(=O)c1ccccc1	i	7	i

All compounds of this part (from the top)
SMILES	TMEM16A act	HDAC3 inh	KCNK3 inh
COc1ccccc1OCCNC(=O)c1cccc(S(=O)(=O)N2CCN(Cc3ccccc3)CC2)c1	i	4	i
COc1ccc(CNC(=O)COC(=O)c2ccc3ccccc3n2)cc1	i	-2	i
Cn1ccnc1SCC(=O)c1c(N)n(C)c(=O)n(C)c1=O	i	2	i
COc1ccccc1N1CCN(C(=O)CCNC(=O)c2ccco2)CC1	i	-2	i
O=S(=O)(Nc1ccccc1N1CCOCC1)c1c(F)cc(F)cc1Br	i	3	i
Cc1ccc(/C=C/C(=O)OCC(=O)Nc2cccnc2Cl)o1	i	-2	i
CSc1ncccc1C(=O)Nc1ccccc1N1CCOCC1	i	u	i
Cc1cc(C(=O)OCC(=O)Nc2cccc([N+](=O)[O-])c2)c(C)o1	i	-10	i
Cc1cccc(NC(=O)CNC(=O)c2cccc(S(=O)(=O)NCc3cccs3)c2)c1C	i	0	i
CCC(CC)NC(=O)CSc1ccc(S(=O)(=O)N2CCOCC2)cn1	i	-2	i
CCOc1ccccc1C(=O)NCC(=O)OCC(=O)c1c(N)n(C)c(=O)n(C)c1=O	i	0	i
Cc1cc(Cl)ccc1OCC(=O)OCC(=O)NC1CCCC1	i	1	i
Cn1cccc1C(=O)OCC(=O)NCc1cccs1	i	4	i
O=C(COC(=O)c1ccc([N+](=O)[O-])s1)NNC(=O)c1ccccc1	i	7	i
CC(=O)Nc1ccc(NC(=O)C(C)Oc2ccc(C)nc2[N+](=O)[O-])cc1 (stereo not given)	i	-1	i
CC(=O)N1CCN(C(=O)c2ccc(S(=O)(=O)Nc3ccccc3F)cc2)CC1	i	-3	i
CC(OC(=O)[C@@H]1CCCN1C(=O)c1cccs1)C(=O)Nc1cccc([N+](=O)[O-])c1 (stereo not given in full)	i	-3	i
Cc1ccc(NC(=O)CSCC(=O)NNC(=O)c2nn(C)c(=O)c3ccccc23)cc1	i	0	i
Cc1cc(C)nc(SCC(=O)NC(=O)c2ccccc2O)n1	i	-6	i
O=C(COC(=O)c1cc(Br)ccc1O)Nc1ccc2c(c1)OCO2	i	-4	i
CC(=O)c1cccc(NC(=O)COC(=O)c2ccc3c(c2)OCO3)c1	i	-2	i
COC(=O)[C@]1(C)CCC[C@@]2(C)C3CC[C@]4(OC(C)=O)C[C@@]3(CCC21)CC4=NO (stereo not given in full)	i	-2	i
Cn1c(N)c(C(=O)COC(=O)/C=C/c2ccccc2F)c(=O)n(C)c1=O	i	-3	i
COc1ccccc1OCCNC(=O)CNC(=O)c1ccc(C(C)(C)C)cc1	i	1	i
COc1ccc2cc(CO)n(C)c2c1	i	-5	i
Carrying on:
SMILES	TMEM16A act	HDAC3 inh	KCNK3 inh
Cc1nc(SCC(=O)Nc2ccc(CN3CCCC3)cc2)c2c(C)c(C)sc2n1	i	1	i
Cc1ccc(Nc2nnc(SCC(=O)NCC3CCCO3)s2)cc1 (stereo not given)	i	13	i
Cc1ccn2nc(C(=O)OCC(=O)N(CC(C)C)C3CCS(=O)(=O)C3)nc2n1 (stereo not given)	i	-8	i
O=C(COc1ccccc1F)Nc1cc(S(=O)(=O)Nc2cccc(Cl)c2)ccc1O	i	6	i
CC1CC(C)CN(C(=O)COC(=O)c2ccc(S(=O)(=O)N(C)c3ccccc3)cc2)C1 (stereo not given)	i	0	i
CC(=O)c1ccc(S(=O)(=O)N2CCN(c3nc(-c4cccnc4)nc4ccccc34)CC2)cc1	i	4	i
O=S(=O)(NC1=NCCC1)c1cccc(NC(=S)Nc2ccc(OC(F)F)cc2)c1	i	-8	i
CC1CCCN(C(=O)COC(=O)Cc2c[nH]c3ccccc23)C1 (stereo not given)	i	-1	i
CC(=O)Nc1ccc(NC(=O)COC(=O)C2CCCCC2)cc1	i	0	i
COC(=O)c1ccccc1S(=O)(=O)N1CCC(C(=O)N2CCC2)CC1	i	-2	i
CN1C(=O)C(=O)N(CC(=O)Nc2ccccc2OC(F)F)C1=O	i	-5	i
COc1ccc2c(COC(=O)CNS(=O)(=O)c3ccccc3)cc(=O)oc2c1	i	-20	i
O=C(/C=C/c1ccc(S(=O)(=O)N2CCOCC2)cc1)NCCc1ccc(C(F)(F)F)cc1	i	5	i
Cc1nc2ccc(NS(=O)(=O)c3ccccc3Cl)cc2s1	i	-3	i
CC(Sc1nnnn1C1CC1)C(=O)N1c2ccccc2NC(=O)C1(C)C (stereo not given)	i	0	i
COc1ccc2cc(C(=O)N(C)CC(=O)Nc3ccccc3Br)ccc2c1	i	1	i
CC(C)c1ccc(CN2CCN(C(=O)CSc3nnnn3C3CC3)CC2)cc1	i	4	i
COc1ccc(C(=O)NC2CCN(Cc3ccccc3)C2)cc1S(=O)(=O)N1CCOCC1 (stereo not given)	i	0	i
COC(=O)c1ccc(C)c(NC(=O)CSc2nc3[nH]c(=O)cc(O)c3s2)c1	i	11	i
CC(NC(=O)c1ccc(NC(=O)CC2SC(N3CCCC3)=NC2=O)cc1)c1ccc(F)cc1 (stereo not given)	i	1	i
CCOc1ccc(NC(=O)C2=NN(c3ccccc3)C(=O)CC2)cc1S(=O)(=O)N1CCCCC1	i	0	i
CSc1ncccc1C(=O)Nc1ccc2c(c1)OCCO2	i	4	i
O=C(CCNC(=O)c1ccc([N+](=O)[O-])cc1)Nc1cc(Cl)ccc1N1CCOCC1	i	6	i
CC1CCC2(CC1)NC(=O)N(CC(=O)Nc1ccc(C(N)=O)cc1)C2=O (stereo not given)	i	3	i
O=C(OCc1nnc(-c2ccc([N+](=O)[O-])cc2)o1)C1CC(=O)N(CCc2ccccc2)C1 (stereo not given)	i	1	i
(further entries)
SMILES	TMEM16A act	HDAC3 inh	KCNK3 inh
O=C(NCCOc1ccccc1F)c1ccc2c(=O)n3c(nc2c1)CCC3	i	0	i
Cc1cc(NC(=O)CSCC(=O)Nc2ccc(C)c(C)c2)no1	i	-4	i
CSc1ccc(/C=C/C(=O)OCC(=O)N2CCc3ccccc32)cc1	i	-1	i
O=C(COc1cccnc1[N+](=O)[O-])Nc1c(Cl)cccc1Cl	i	2	i
O=C(CSc1nnnn1-c1cccc(F)c1)NC1CC1	i	1	i
CCOc1cc(N2CCOCC2)c(OCC)cc1NC(=O)c1nn(CC)c(=O)c2ccccc12	i	4	i
O=C(O)c1ccccc1C(=O)O	i	-10	i
CC(C)CC1NC(=O)N(CC(=O)Nc2cc([N+](=O)[O-])ccc2F)C1=O (stereo not given)	i	-6	i
O=C(O)/C(=C\c1ccc(Cl)c([N+](=O)[O-])c1)c1ccc(S(=O)(=O)N2CCCC2)s1	i	0	i
COc1ccc(-c2nnc(SCC(=O)N(C)C3CCS(=O)(=O)C3)n2C(C)C)cc1 (stereo not given)	i	6	i
CCC1(c2ccc(F)cc2)NC(=O)N(CC(=O)N2c3ccccc3CC2C)C1=O (stereo not given)	i	-5	i
COc1ccc(Cl)cc1C(=O)NNC(=O)CNC(=O)c1ccco1	i	5	i
CCN(C(=O)COc1ccc2ccc(=O)oc2c1)C1CCCCC1	i	-12	i
Cc1ccc(C(=O)OCC(=O)NC(C)c2ccccc2)cc1C (stereo not given)	i	5	i
CC(NC(=O)COC(=O)c1nc(Cl)ccc1Cl)c1ccccc1 (stereo not given)	i	-5	i
COc1ccc(CCNC(=O)COC(=O)/C=C/c2cc(OC)ccc2OC)cc1	i	2	i
CCCCn1c(N)c(N(CC(C)C)C(=O)c2ccc(C)o2)c(=O)[nH]c1=O	i	0	i
COc1cc(/C=C/C(=O)OCC(=O)NC(=O)NCc2ccco2)ccc1OC(F)F	i	2	i
COc1ccc(NC(=O)C2=NN(c3ccccc3)C(=O)CC2)cn1	i	1	i
O=C(CSc1cccc(C(F)(F)F)c1)Nc1ccc(N2CCOCC2)cc1	i	3	i
CCN(CC(=O)Nc1cc(Cl)ccc1C)C(=O)c1nc2nc(C)cc(C)n2n1	i	1	i
CCCCN(C(=O)CSc1c(C)c(C)cc(C)c1C)c1c(N)n(CCC)c(=O)[nH]c1=O	i	0	i
CN(CC(=O)Nc1ccccc1Cl)C(=O)C1CSC2(C)CCC(=O)N12 (stereo not given)	i	1	i
Cc1ccccc1CN1CCN(c2ccc(S(=O)(=O)N3CCCC3)cn2)CC1	i	1	i
O=C(COC(=O)c1cc(=O)[nH]c2ccccc12)NCc1ccc(Cl)cc1	i	-6	i
Going on with the list.
SMILES	TMEM16A act	HDAC3 inh	KCNK3 inh
Cc1cc(=O)oc2cc(OCC(=O)Nc3cccnc3)ccc12	i	-6	i
Cc1ccc(S(=O)(=O)N(C)C)cc1NC(=O)CN1c2cccc3cccc(c23)S1(=O)=O	i	-2	i
CCC(C(=O)OCC(=O)Nc1ccc(F)cc1)c1ccccc1 (stereo not given)	i	-2	i
O=C(CN1C(=O)NC(Cc2c[nH]c3ccccc23)C1=O)NC1CCCCC1 (stereo not given)	i	0	i
COc1ccc(CC(=O)Nc2cc(S(=O)(=O)N3CCOCC3)ccc2N2CCCC2)cc1OC	i	u	i
Nc1c(C(=O)CSc2nnnn2-c2ccccc2)c(=O)[nH]c(=O)n1C1CC1	i	-5	i
CCN(C(=O)COC(=O)c1n[nH]c2ccccc12)c1ccccc1	i	-10	i
CC(NC(=O)COc1ccc(S(=O)(=O)N2CCOCC2)cc1)c1ccccc1 (stereo not given)	i	1	i
CC(C)(C)OCC1CO1 (stereo not given)	i	-1	i
COc1ccc(CCNC(=O)COC(=O)/C=C/c2cccc(F)c2)cc1	i	-6	i
CN(CC(=O)Nc1ccc(Cl)cc1)CC(=O)Nc1cccc2ccccc12	i	10	i
O=C(/C=C/c1cccs1)NNC(=O)c1cccc([N+](=O)[O-])c1	i	9	i
Cc1cc(C)c(NC(=O)COC(=O)C2CCCCC2)c(C)c1	i	2	i
O=C(COC(=O)/C=C/c1ccco1)Nc1cc(S(=O)(=O)N2CCOCC2)ccc1Cl	i	2	i
COc1ccc(/C=C/C(=O)OCC(=O)NCCCc2ccccc2)cc1OC	i	12	i
COc1ccc(CN(C)C(=O)C2CCN(C(=O)Nc3ccccc3)CC2)cc1OC	i	-5	i
COc1cn(-c2ccccc2)nc1C(=O)OCC(=O)Nc1ccc(C)c(C)c1	i	-4	i
COc1ccccc1CC(=O)OCC(=O)N1CCN(c2ccc(F)cc2)CC1	i	0	i
COc1ccc(CCNC(=O)c2cccc(S(=O)(=O)N3CCOCC3)c2)cc1OC	i	-4	i
Cc1cc(C)cc(-c2nnc(SCC(=O)NC3CC3)o2)c1	i	3	i
CC(=O)N1CCN(S(=O)(=O)c2cccc(C(=O)NNC(=O)Cn3nc(C)cc3C)c2)CC1	i	0	i
C[C@H]1COC(=O)[C@H](Cc2ccc(F)cc2)CC/C=C/C[C@@H](CC(=O)N[C@@H](CO)Cc2ccccc2)C(=O)N1	i	2	i
Cc1cc(C)n2nc(SC(C)C(=O)Nc3ccccc3F)nc2n1 (stereo not given)	i	9	i
O=C(NCCc1ccco1)c1ccc(OCc2cn3ccccc3n2)cc1	i	-7	i
O=C1COc2ccc(C(=O)COC(=O)CCOc3ccccc3)cc2N1	i	0	i

Given bar-delimited: part of the list above.
smiles | TMEM16A act | HDAC3 inh | KCNK3 inh
COc1cn(-c2ccccc2)nc1C(=O)OCC(=O)Nc1ccc(C)c(C)c1 | i | -4 | i
COc1ccccc1CC(=O)OCC(=O)N1CCN(c2ccc(F)cc2)CC1 | i | 0 | i

(cont.)
SMILES	TMEM16A act	HDAC3 inh	KCNK3 inh
CC(OC(=O)c1ccc(O)cc1)C(=O)Nc1nc(-c2ccccc2)cs1 (stereo not given)	i	8	i
O=C(CN1C(=O)c2ccccc2S1(=O)=O)Nc1ccc([N+](=O)[O-])cc1	i	-2	i
O=C(COC(=O)CNC(=O)c1ccc(Cl)cc1)NC1CCCCCC1	i	-6	i
Cc1cccc(C)c1NC(=O)CNC(=O)C1CCCN(C(=O)c2ccc(Cl)cc2)C1 (stereo not given)	i	2	i
CCCN(CC1CC1)C(=S)NC(=O)c1ccccc1Br	i	-5	i
CC(OC(=O)c1cc2ccccc2o1)C(=O)Nc1ccc(N2CCOCC2)cc1 (stereo not given)	i	-1	i
COc1cccc(NC(=O)COC(=O)C2CCCCC2)c1	i	-2	i
CSCCC(NC(=O)COc1ccccc1)C(=O)N(C)Cc1ccc(F)cc1 (stereo not given)	i	1	i
O=C(NC1CCCC1)c1cccc(S(=O)(=O)N2CCCC2)c1	i	-1	i
COCc1c(C(=O)NCCOc2ccc(Cl)cc2)oc2ccccc12	i	5	-8.9*

An excerpt; rates above refer to the full screens.
